K1F lysis inhibition = protection from phage-mediated lysis, alamar blue read-out – E. coli UTI89, K1F phage, bacterial capsule biogenesis inhibitors (AID 488966); E. coli UTI89 K1F phage lysis, alamar blue, 2 h; higher % means a stronger effect; inhibition, % at 100 µM, or IC50 in µM where a hit was titrated; hit rate 0.02% among 340,000;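 active = phage lysis inhibition, versus mean bacterial control, above a set limit; inconclusive = no clear call, values can overlap the other calls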;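 also: capsule biogenesis inhibitors block K1F phage lysis so surviving cells raise fluorescence; higher fluorescence means more inhibition of phage lysis; actives were called in the ten point dose series up to 300 µM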
SV40 large T antigen = TAg ATPase/helicase activity blockers – biochemical (AID 1903); hit rate 0.39% among 310,000; one-dose inhibition, % at 20 µM; IC50 in µM for titrated hits; SV40 large T antigen ATPase/helicase inhibition assay; higher % means a stronger effect; in the data active = a potency from the dose series; inconclusive = inhibition mostly from about 32% at the one dose, without a potency; inactive = the rest, 99 in 100 with inhibition below about 32%; also: strong numbers were not always called active
West Nile virus CPE = West Nile virus antiviral activity, cell-based, CPE readout (AID 1621). CPE inhibition, % at 10 µM, or IC50 in µM where a hit was titrated. West Nile virus-infected cells, CPE inhibition; higher % means a stronger effect. hit rate 0.02% among 290,000; in the data active = a potency from the dose series; inconclusive = CPE inhibition mostly from about 3.7% at the one dose, without a potency; inactive = the rest, 99 in 100 with CPE inhibition below about 2.2%; also: strong numbers were not always called active
Dengue-2 NS5 capping = Dengue-2 NS5 methyltransferase inhibitors, primary screen, biochemical, confirmation dose response (AID 588689); Dengue-2 NS5 methyltransferase capping enzyme assay, biochemical; higher % means a stronger effect; one-dose inhibition, % at 25 µM; IC50 in µM for titrated hits; hit rate 0.3% among 340,000; in the data active = a potency from the dose series; inconclusive = inhibition above about 29% without an active follow-up result
Yfh1-off respiration = mitochondrial function rescue without frataxin homolog – Friedreich's ataxia, plus single-dose screen, dose response (AID 1465); S. cerevisiae Yfh1-off respiration, WST-1 reduction, 72 h; higher fold induction means a stronger effect; fold induction at 50 µM; hits with a dose series show EC50 in µM; hit rate 0.074% among 220,000;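 active = fold induction of absorbance versus untreated yeast above a set limit, then at least 30% activation at any dose in follow-up; inconclusive = repeats straddling the limit, or above it without dose testing; inactive = fold induction below the set limit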;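 also: activators that raise dye reduction in frataxin-depleted yeast; strong numbers were not always called active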
RSV CPE inhibition = inhibition of RSV-induced cytopathic effect – HEp-2 cells, primary 10 µM value included (AID 2391). HEp-2 cells, RSV-induced CPE inhibition; higher % means a stronger effect. CPE inhibition, % at 10 µM, or IC50 in µM where a hit was titrated. hit rate 0.13% among 310,000; in the data active = a potency from the dose series; inconclusive = CPE inhibition mostly from about 23% at the one dose, without a potency; inactive = the rest, 99 in 100 with CPE inhibition below about 21%; also: strong numbers were not always called active
The depositor's hits bear a star; i = inactive; ? = inconclusive; / = not tested or not shown. These rows are one share of the data; rates above refer to the full screens.

Order of values: K1F lysis inhibition | Yfh1-off respiration | SV40 large T antigen | Dengue-2 NS5 capping | RSV CPE inhibition | West Nile virus CPE
> O=C(CN1C(=O)S/C(=C\C=C\c2ccccc2)C1=O)N1CCOCC1
→ / | i | 18.2% | / | / | -0.3%
> COC(=O)c1ccc(COc2ccc(/C=N/NC(N)=S)cc2)o1
→ / | i | 7.1% | / | / | -0.1%
> Cc1ccc(COc2ccc(C)nc2[N+](=O)[O-])cc1
→ / | i | 8.7% | / | / | -0.9%
> O=C(NN1C(=O)/C(=C/c2cccs2)SC1=S)c1cccnc1
→ / | i | 8.4% | / | / | 0.0%
> O=C(Sc1ccccc1)c1cccc(Cn2cc(C(F)(F)F)ccc2=O)c1
→ / | i | 9.9% | / | / | -0.8%
> Cc1nnsc1-c1c(C(=O)Oc2ccccc2)c(C)nn1-c1ccccc1
→ / | i | 6.0% | / | / | 0.4%
> CCn1nc(C)c(Br)c1-c1nc(-c2ccc(C)cc2)no1
→ / | i | 5.3% | / | / | -0.6%
> Cn1cc(C(=O)N/N=C/c2cccc([N+](=O)[O-])c2)c2ccccc21
→ / | i | 18.2% | / | / | 0.1%
> O=Cc1cc2cc3c(cc2nc1Cl)OCCO3
→ / | i | 15.4% | / | / | -0.1%
> Cc1[nH]c(=S)c(C#N)c(C)c1Cc1ccccc1
→ / | i | 27.4% | / | / | 0.2%
> O=C(NCc1ccc2c(c1)CCO2)Nc1cccc(C(F)(F)F)c1
→ / | i | 14.3% | / | / | -0.3%
> Cc1cc(C)c(-n2nnnc2SCC(=O)c2cc3ccccc3o2)c(C)c1
→ / | i | 12.2% | / | / | -0.6%
> O=C(NNC(=O)c1csc(-c2cnccc2C(F)(F)F)n1)c1ccc(C(F)(F)F)cc1
→ / | i | 11.6% | / | / | -0.5%
> CCOC(=O)Cc1csc(NS(=O)(=O)c2ccc(C(F)(F)F)cc2)n1
→ / | i | 11.1% | / | / | 0.1%
> O=C(O)CC1(CC(=O)Nc2ccc3sccc3c2)CCCCC1
→ / | i | 0.3% | / | / | -0.3%
> O=C(O)CSCC(=O)Nc1ccc(Br)c(C(F)(F)F)c1
→ / | i | 10.7% | / | / | 0.4%
> CC(C)=CCc1c(-c2ccc(O)cc2O)oc2c3c(cc(O)c2c1=O)OC(C)(C)C=C3
→ / | i | 7.4% | / | / | 0.7%
> Nc1nonc1-n1nnc(C(=O)N/N=C/c2ccccc2)c1CSc1ccccc1
→ / | i | 9.7% | / | / | 0.2%
> CCOC(=O)c1csc(-c2ccc3c(c2)CCO3)n1
→ / | i | 0.5% | / | / | 0.1%
> O=C(c1ccc(F)cc1)N1CCCN(c2nc(-c3ccccc3)ns2)CC1
→ / | i | 11.9% | / | / | 0.2%
> CCCS(=O)(=O)c1csc(C(=O)OC)c1N
→ / | i | 8.3% | / | / | 0.2%
> Cc1nn(Cc2ccccc2)c(C)c1NC(=O)CSc1nc2sc3c(c2c(=O)n1C)CCC3
→ / | i | / | / | 0.2% | -0.5%
> COc1ccc(-c2nn(C)c(=O)c3ccccc23)cc1CNC(=O)CN1CCOCC1
→ / | i | / | / | 0.9% | -0.3%
> O=C1c2ccc(-c3nc4ccccc4o3)cc2C(=O)N1Cc1cccnc1
→ / | i | / | / | -0.3% | 1.5%
> CCc1nc(SCc2nnc(-c3ccc(C)cc3)o2)c2c(C)c(C)sc2n1
→ / | i | / | / | 0.9% | 0.3%
> CN=C1S/C(=C\c2cccn2-c2cccc(Br)c2)C(=O)N1C
→ / | i | / | / | -2.7% | 0.0%
> CCCCCC(=O)Cc1cc(O)cc2c1C(=O)Oc1cc(O)c(C(=O)O)c(CCCCC)c1O2
→ / | i | / | / | -2.3% | -0.3%
> C=CCn1c(=N)c(C(=O)OCC)cc2c(=O)n3cccc(C)c3nc21
→ / | i | / | / | 0.4% | -0.1%
> COc1ccc(C2c3c(oc4ccccc4c3=O)C(=O)N2Cc2ccncc2)cc1OC (centres undefined)
→ / | i | / | / | 1.1% | -0.2%
> CCCc1cc(=O)[nH]c(/N=C(/NC(=O)c2ccccc2)Nc2ccc3c(c2)OCCO3)n1
→ / | i | / | / | 1.8% | 1.4%

The final 3 entries of the section above are carried over, then new ones follow.
Order of values: K1F lysis inhibition | Yfh1-off respiration | SV40 large T antigen | Dengue-2 NS5 capping | RSV CPE inhibition | West Nile virus CPE
> C=CCn1c(=N)c(C(=O)OCC)cc2c(=O)n3cccc(C)c3nc21
→ / | i | / | / | 0.4% | -0.1%
> COc1ccc(C2c3c(oc4ccccc4c3=O)C(=O)N2Cc2ccncc2)cc1OC (centres undefined)
→ / | i | / | / | 1.1% | -0.2%
> CCCc1cc(=O)[nH]c(/N=C(/NC(=O)c2ccccc2)Nc2ccc3c(c2)OCCO3)n1
→ / | i | / | / | 1.8% | 1.4%
> CC[C@H]1OC(=O)C[C@@H](O)[C@H](C)[C@@H](O[C@@H]2O[C@H](C)C[C@H](N(C)C)[C@H]2O)[C@@H](CC=O)C[C@@H](C)C(=O)C=C[C@]2(C)O[C@H]2[C@@H]1C
→ / | i | 21.6% | / | -1.4% | /
> COc1ccc(CC(=O)NNC2=Nc3cccc4cccc2c34)cc1
→ / | / | 1.9% | / | 0.3% | -0.1%
> Cc1ccc2c(c1)c1c(n2CC(O)CN2CCOCC2)CCCC1 (centres undefined)
→ / | / | 0.0% | / | -0.3% | -0.6%
> CC(C)Cc1ccccc1O
→ / | / | -2.5% | / | -0.5% | -0.5%
> c1ccc(COCCC2CO2)cc1 (centres undefined)
→ / | / | 3.6% | / | 3.0% | 0.1%
> Cn1c(=O)[nH]c(=O)c2c1nc(Br)n2C/C=N/NC(N)=S
→ / | / | 19.4% | / | 0.5% | 0.3%
> Cc1ccc2cccc(NS(=O)(=O)c3ccccc3)c2n1
→ / | / | 5.7% | / | 0.2% | 1.9%
> CCN1C(=O)/C(=C\c2ccc(-c3cccc(C(=O)OC)c3)o2)SC1=Nc1ccc(C(=O)O)cc1
→ / | / | 9.7% | / | 13.7% | ?
> O=C1Nc2ccc(C(F)(F)F)cc2N2CCCC12 (centres undefined)
→ / | / | 10.2% | / | 0.3% | -0.8%
> COc1cc(C2C(C(=O)c3ccco3)=C(O)C(=O)N2c2cc(C)on2)ccc1OCc1ccccc1 (centres undefined)
→ / | / | 31.8% | / | 8.2% | -0.4%
> O=[N+]([O-])c1ccc(-c2nnc(S)n2-c2ccccc2)cc1
→ / | / | 6.8% | / | 0.8% | -0.7%
> Cc1ccc(NCc2ccc(C)s2)cc1
→ / | / | 24.2% | / | 0.4% | 0.8%
> COc1ccc(N2Cc3ccc(C(=O)N/N=C\c4ccc(O)cc4O)cc3C2)cc1
→ / | / | 12.4% | / | 1.8% | 1.1%
> CCc1ncc(C)[nH]1
→ / | / | 11.4% | / | -0.7% | -0.2%
> Cc1c(NC(=O)COc2ccc3ccccc3c2)c(=O)n(-c2ccccc2)n1C
→ / | / | 4.0% | / | 2.1% | -0.7%
> CC(C)n1c(SCC(=O)Nc2nncs2)nnc1-c1ccco1
→ / | / | 23.3% | / | 2.0% | 0.2%
> COC/C=C/C1=CC2=CC(=O)C(C)(OC(=O)c3cnc4ccccc4n3)C(=O)C2=CN1c1ccc(CO)cc1 (centres undefined)
→ / | / | 28.0% | / | 0.7% | 0.5%
> COCc1nnc(NS(=O)(=O)c2ccc(OC)cc2)s1
→ 0.5% | / | / | / | / | /
> COc1cc(NC(=O)c2cc(OC)c(OC)c(OC)c2)c2ncccc2c1
→ 1.2% | / | / | / | / | /
> Nc1cccc(Oc2ccc3c(c2)C(=O)N(CCO)C3=O)c1
→ 1.9% | / | / | / | / | /
> Clc1ccc(C2Nc3cccc4cccc(c34)N2)c(Cl)c1
→ -0.3% | / | / | / | / | /
> Cc1ccc(-n2ncc3c(SCC(N)=O)ncnc32)cc1C
→ 1.6% | / | / | / | / | -0.9%
> CCOC(=O)c1c(NC(=O)COC(=O)c2ccc(S(=O)(=O)C(F)F)cc2)sc(C(=O)N(C)C)c1C
→ / | / | / | 0.6% | / | /
> Cc1ccc(Cc2c(-c3ccc(F)cc3)nc3cc(C)ccn23)cc1
→ / | / | / | -8.0% | / | /
> O=C(Nc1ccc(Br)cc1F)c1nc[nH]c1C(=O)N1CCc2ccccc2C1
→ / | / | / | -5.0% | / | /
> C[C@@H]1CN([C@H](C)CO)C(=O)CCCn2nncc2CO[C@H]1CN(C)Cc1ccc2c(c1)OCO2
→ / | / | / | 3.9% | / | /
> CC(=O)c1ccccc1C(=O)N1CCCC(CNC(=O)c2ccc(F)cc2)C1 (centres undefined)
→ / | / | / | 5.0% | / | /
> COC(=O)C1=C(C(=O)OC)C2C=CC1C1C(OC(C)=O)C(OC(C)=O)C21 (centres undefined)
→ / | / | / | -2.3% | / | /
> COc1ccc(-c2ccc(CN3C(C)C(=O)N(Cc4cn(CCC5OCCO5)nn4)CCS3(=O)=O)cc2)cc1OC (centres undefined)
→ / | / | / | -5.2% | / | /
> CC(=O)N1CCN(S(=O)(=O)c2cccc(C(=O)OCC(=O)NCc3ccccc3Cl)c2)CC1
→ / | / | / | 4.9% | / | /

The list continues.
Order of values: K1F lysis inhibition | Yfh1-off respiration | SV40 large T antigen | Dengue-2 NS5 capping | RSV CPE inhibition | West Nile virus CPE
> O=C(O)C1c2ccccc2Cc2ccccc21
→ / | / | / | -4.0% | / | /
> CC(=O)OC1CCC2C3CCc4cc(OP(=O)(N5CC5)N5CC5)ccc4C3CCC12C (centres undefined)
→ / | / | / | 6.3% | / | /
> C[C@H](CO)N1C[C@H](C)[C@H](CN(C)Cc2cccc(O)c2)OCc2ccccc2-c2c(n(C)c3ccccc23)C1=O
→ / | / | / | -4.5% | / | /
> Cc1ccc(S(=O)(=O)Nc2nc(CN3CCOCC3)nc3sc(C(=O)O)c(C)c23)cc1
→ / | / | / | -1.1% | / | /
> Cc1cc(Cl)ccc1N(CC(=O)N(C)Cc1ccccc1)S(C)(=O)=O
→ / | / | / | 9.3% | / | /
> Cc1ccc(C)c(NC(=O)CN(C)C(=O)c2ccc(COc3ccccc3)cc2)c1
→ / | / | / | -0.6% | / | /
> Nc1ccn([C@@H]2O[C@H](CNC(=O)[C@@H](N)CSCc3ccccc3)[C@@H](O)[C@H]2O)c(=O)n1
→ / | / | / | -4.4% | / | /
> Cc1cccc(S(=O)(=O)N(C)C[C@H]2OCc3cn(nn3)CCCC(=O)N([C@@H](C)CO)C[C@@H]2C)c1
→ / | / | / | -7.7% | / | /
> CN(C(=O)COc1ncnc2ccc(Br)cc12)C1CCCCC1
→ / | / | / | 1.1% | / | /
> CC(C)c1ccc(NC2CCCN(C(=O)CN3CCCCC3=O)C2)cc1 (centres undefined)
→ / | / | / | 2.9% | / | /
> COC(=O)[C@H]1C[C@@]2(O)CN(S(=O)(=O)c3ccc(C)cc3)C[C@@]2(OC(=O)NCC2CCCCC2)C[C@H]1C(=O)OC
→ / | / | / | -4.4% | / | /
> C[C@H](O)[C@@H]1C(=O)N2CCc3c([nH]c4ccccc34)[C@@H]2C[C@@H]1N(C)C(=O)Nc1cc(Cl)cc(Cl)c1
→ / | / | / | 1.7% | / | /
> CC(=O)Nc1ccc(C(=O)NNC(=O)c2csc(N3CCOCC3)n2)cc1
→ / | / | / | -4.6% | / | /
> CSc1ccccc1C(=O)OCC(=O)NC1CCCCCCC1
→ / | / | / | -4.4% | / | /
> COC1=Nc2ccccc2/C=C\c2ccccc21
→ / | / | / | 0.0% | / | /
> Cc1ccc2c(c1)nc1c3ccccc3nc(-c3ccccc3N)n21
→ / | / | / | -0.6% | / | /
> Cc1c(C(=O)c2ccc(F)cc2F)c2ccccn2c1CCc1ccccn1
→ / | / | / | -1.7% | / | /
> O=C(NCCCN1CCOCC1)/C(=C/c1ccc(-c2cccc([N+](=O)[O-])c2)o1)NC(=O)c1ccccc1
→ / | / | / | -5.0% | / | /
> COC(=O)c1ccc(CNC(=O)COC(=O)CNS(=O)(=O)c2ccc(C)cc2)cc1
→ / | / | / | -0.6% | / | /
> Nc1cc(Br)cc2c1[nH]c(=O)c1ccccc12
→ / | / | / | 8.1% | / | /

Screening data: PubChem, several laboratories
